# Screens deposited in PubChem BioAssay by several laboratories.
# MITF TRPM1 HTS: MITF TRPM1 promoter activation in melanoma cells. SK-MEL-5 TRPM1-promoter luciferase, 24 h; % of positive control, neutral wells = 0. activation, % at 12.5 µM. 300,000 tested, 0.75% active. AID 588334;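 active means mean activation of at least 80% with every replicate also reaching 80%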;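 further: 0% = neutral control wells and 100% = parthenolide positive control wells; values of inactives mirror those of a sister screen read the other way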
# AddAB inh: less growth of phage-infected E. coli with AddAB; E. coli expressing H. pylori AddAB, absorbance growth; inhibition, % at 11.9 µM; 330,000 tested, 0.29% active; in the data active means inhibition above about 12%;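 further: 0% = vehicle wells of infected cells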
# Wnt bcat act: Wnt/beta-catenin pathway activation | Wnt/beta-catenin reporter cell assay, activator, plate reader | activation, % at 9.35 µM | 300,000 tested, 1.2% active; in the data active means activation above about 30%, passing the limit was not always enough;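 further: 0% = neutral control wells and 100% = positive control wells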
# phage Ecoli inh: E. coli growth loss with phage present; AID 651602; 360,000 tested, 0.26% active; inhibition, % at 11.9 µM; growth absorbance; in the data active means inhibition above about 11%
# E coli growth: counter-screen for AddAB inhibitors: E. coli growth inhibition; inhibition, % at 11.9 µM; E. coli V3065 growth, OD600 absorbance, 18 h; 330,000 tested, 0.27% active;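 active means inhibition above the campaign's mean inhibition across all tested compounds plus 3 SD, cut at about 9.9% in these data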;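 further: uninfected addAB+ strain grown without phage in ampicillin broth; 0% = DMSO wells and 100% = ciprofloxacin 0.95 µg/ml wells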
# CAL PDZ FP-1: blocks peptide binding to the human CAL PDZ domain | Q9HD26 | purified CAL PDZ, TMR-peptide fluorescence polarization, 1 h | inhibition, % at 24.9 µM | 300,000 tested, 0.92% active | AID 602252;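 active means mean inhibition of at least 30% with at least half of replicates also reaching 30%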;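 further: 0% = DMSO neutral control and 100% = excess unlabeled competitor peptide PRC23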
# CAL PDZ FP-2: inhibitors of human CAL PDZ peptide binding; inhibition, % at 20 µM; purified CAL PDZ, TMR-peptide fluorescence polarization, 1 h; Q9HD26; 330,000 tested, 0.02% active; AID 504414;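 active means highest replicate inhibition of at least 40%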;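 further: plate controls were DMSO neutral control wells for no effect and unlabeled competitor peptide control wells for full effect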
#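 Material – purified CerCALP PDZ construct · Detection – FP readout, S and P plane fluorescence · Measure – percent inhibition from loss of millipolarization · Controls – unlabelled peptide for full inhibition, DMSO wells as neutral · Probe or stimulus – TMR-labelled reporter peptide T*-PRC34 bound in PDZ groove · Times – 1 h at RT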
# Tat export inh: blocks Tat-dependent protein export in E. coli | E. coli MC4100 TorA-mCherry Tat export, fluorescence | inhibition, % at 10 µM | 340,000 tested, 0.036% active | AID 488895;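 active means mean replicate inhibition at least 50% and at least half of replicates individually reaching 50%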;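 further: exported cargo escapes ClpAP degradation while cytoplasmic cargo is degraded and loses fluorescence; 0% = median of neutral control wells and 100% = median of NaSCN control wells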
# SR-BI uptake up: enhances SR-BI lipid uptake from DiI-HDL; activation, % at 12.5 µM; 320,000 tested, 0.096% active; CHO ldlA[mSR-BI] cells, DiI-HDL uptake fluorescence, 3 h; 100 = double the neutral-control signal;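 active means mean replicate activation of at least 60% and every replicate at or above 60%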;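 further: 0% = median plate neutral-control signal and 100% = twice that signal; values of inactives mirror those of a sister screen read the other way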
#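 system = CHO ldlA[mSR-BI] cells, LDL receptor-null, SR-BI overexpressing | medium = Ham's F12 with 0.5% BSA, HEPES 25 mM, pH 7.4 | probe or stimulus = DiI-HDL 10 µg/mL | compound dosing = single-point compound dose | incubation = compound exposure 3 h, 37 °C | technique = DiI fluorescence, bottom read | read-out = cell-associated DiI fluorescence as measure of HDL uptake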
# SR-BI DiI inh: mouse SR-BI HDL lipid transfer inhibition | Q61009 | AID 488896 | ldlA[mSR-BI] CHO cells, DiI-HDL uptake fluorescence, 3 h | inhibition, % at 12.5 µM | 320,000 tested, 0.96% active;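 active means mean replicate inhibition of at least 70% and a set share of replicates each scoring 70 or more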;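 further: 0% = median of neutral control wells and 100% = median of positive control wells; values of inactives mirror those of a sister screen read the other way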
# Target sequence (Q61009 whole entry, looked up): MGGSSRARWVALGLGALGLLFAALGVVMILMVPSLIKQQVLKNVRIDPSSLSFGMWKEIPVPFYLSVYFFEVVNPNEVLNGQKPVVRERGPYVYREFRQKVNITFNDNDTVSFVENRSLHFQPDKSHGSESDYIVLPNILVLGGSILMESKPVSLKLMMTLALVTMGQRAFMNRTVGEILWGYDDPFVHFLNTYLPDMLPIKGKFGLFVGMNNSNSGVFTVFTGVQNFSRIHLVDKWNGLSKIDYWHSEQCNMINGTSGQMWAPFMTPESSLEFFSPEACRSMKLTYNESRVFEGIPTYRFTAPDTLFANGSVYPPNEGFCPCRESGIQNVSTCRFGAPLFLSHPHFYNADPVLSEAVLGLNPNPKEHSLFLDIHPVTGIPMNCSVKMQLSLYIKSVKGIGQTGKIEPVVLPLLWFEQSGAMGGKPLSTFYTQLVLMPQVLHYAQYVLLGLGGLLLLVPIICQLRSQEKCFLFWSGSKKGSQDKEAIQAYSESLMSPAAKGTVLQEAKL
# An asterisk follows results filed as active; · = not tested or not shown.
# Keys – A = MITF TRPM1 HTS; B = AddAB inh; C = Wnt bcat act; D = phage Ecoli inh; E = E coli growth; F = CAL PDZ FP-1; G = CAL PDZ FP-2; H = Tat export inh; I = SR-BI uptake up; J = SR-BI DiI inh
O=[N+]([O-])c1cnccc1NC1CCCCC1
  A: 4	B: 0.9	C: 1	D: 1.3	E: 1.7	F: -3	G: -0.1	H: 2	I: 2	J: -2

COc1ccc(C(=O)NC2CCN(S(=O)(=O)c3ccc(F)cc3)CC2)cc1
  A: -7	B: 0.3	C: 9	D: -4.0	E: 0.8	F: 5	G: -0.2	H: -8	I: -5	J: 5

CC1CCCCN1C(=O)CN1C(=O)CSc2ccc(S(=O)(=O)N3CCOCC3)cc21 (centres undefined)
  A: 11	B: 2.2	C: -3	D: -0.3	E: 0.8	F: -2	G: -1.8	H: -3	I: -1	J: 1

Cc1cccc(N2C(S)=C(C#N)C(=O)NC2c2ccco2)c1 (centres undefined)
  A: -9	B: 4.1	C: 0	D: 1.0	E: -0.7	F: ·	G: -0.3	H: -6	I: 20	J: -20

CC(C)c1ccc(NC(=O)CSc2ncccc2C(=O)Oc2cccc([N+](=O)[O-])c2)cc1
  A: 3	B: 3.3	C: 13	D: 1.6	E: -0.8	F: -3	G: -0.1	H: -8	I: 27	J: -27

Clc1nc(Cl)nc(N(c2ccccc2)c2ccccc2)n1
  A: -26	B: 1.4	C: -1	D: 1.7	E: 2.3	F: -3	G: -1.3	H: 4	I: 19	J: -19

COc1ccc(OC)c(C2C3=C(CC(C)(C)CC3=O)Nc3nnnn32)c1 (centres undefined)
  A: 10	B: 3.1	C: -3	D: 3.8	E: -1.3	F: -2	G: 0.3	H: -15	I: 3	J: -3

COc1cc2nc(NC(=O)c3ccc(F)cc3Cl)sc(=O)c2cc1OC
  A: 29	B: -0.7	C: ·	D: ·	E: -0.9	F: -2	G: -0.7	H: -1	I: -42	J: 42

O=C(CSc1nc2ccccc2o1)N1CCCC1
  A: 20	B: 1.5	C: ·	D: 1.8	E: 1.2	F: 0	G: -0.4	H: -2	I: ·	J: ·

CCC(=O)Nc1cc(-c2nn(C)c(=O)c3ccccc23)ccc1N1CCOCC1
  A: ·	B: 1.4	C: ·	D: 2.3	E: -1.0	F: -4	G: -1.0	H: 4	I: -8	J: 8

CN(C)CCOC(=O)c1ccc(COc2ccccc2Br)o1
  A: 10	B: 2.3	C: -2	D: 2.2	E: -3.8	F: -6	G: -0.1	H: -11	I: 19	J: -19

O=C(NC(=S)NNC(=O)[C@H]1C[C@@H]1c1ccccc1)c1cccc(F)c1
  A: ·	B: -6.2	C: 2	D: -4.1	E: -2.4	F: 0	G: -1.6	H: -3	I: 6	J: -6

Cc1cc(OCC(=O)OCC(=O)NCc2cccs2)ccc1Cl
  A: 17	B: -0.2	C: -2	D: 2.8	E: 0.3	F: ·	G: -1.9	H: -4	I: 13	J: -13

COc1ccccc1-c1nc(SCC(=O)Nc2ccccc2F)n[nH]1
  A: -19	B: 1.2	C: -4	D: 2.0	E: 3.0	F: 3	G: -3.0	H: -4	I: -6	J: 6

Cc1cc2[nH]c(=O)c(=O)[nH]c2cc1S(=O)(=O)N1CCN(c2cccc(C(F)(F)F)c2)CC1
  A: 1	B: 1.9	C: -2	D: 0.8	E: -1.1	F: 4	G: -1.3	H: -13	I: -17	J: 17

CN(C)c1ccc(/C=N/N2C(=O)c3ccccc3C2=O)cc1
  A: 0	B: 0.9	C: 0	D: 3.5	E: -0.4	F: ·	G: -1.2	H: -2	I: ·	J: ·

Cc1cc(C)n(C(=O)c2cccc(S(=O)(=O)N3CCCC3)c2)n1
  A: -5	B: 0.1	C: ·	D: 0.8	E: -0.2	F: ·	G: 3.1	H: 2	I: -15	J: 15

CC(C)Cc1nnc(NC(=O)C2=COCCO2)s1
  A: 44	B: 2.9	C: 26	D: 0.9	E: 0.5	F: 0	G: -1.3	H: 2	I: -19	J: 19

O=C(Cn1ncc2c1-c1ccccc1OC2)Nc1ccc(S(=O)(=O)N2CCCCC2)cc1
  A: ·	B: -2.1	C: -3	D: 1.4	E: 0.3	F: ·	G: -1.7	H: 4	I: -16	J: 16

CC1CCN(c2cc(N3CCOCC3)c(F)cc2[N+](=O)[O-])CC1
  A: 1	B: 1.5	C: ·	D: 0.8	E: 0.7	F: -3	G: -1.1	H: 11	I: -61	J: 61

OCC(CO)(CO)N=Cc1c(O)ccc2ccccc12
  A: -20	B: -0.4	C: 1	D: -1.5	E: -0.1	F: -3	G: 0.2	H: -4	I: 22	J: -22

O=C(CCN1CCCC1=O)NC1CCCc2c1cnn2-c1ccc(F)cc1F (centres undefined)
  A: 22	B: 2.5	C: 2	D: 1.0	E: -1.2	F: -2	G: -1.9	H: -1	I: ·	J: -32

COc1ccc(-n2c(Cc3cccn3C)nnc2SCC(=O)Nc2cc(Cl)ccc2OC)cc1
  A: 0	B: 3.0	C: 0	D: 0.5	E: 2.1	F: 1	G: 0.3	H: -2	I: -10	J: 10

Cc1ccc(C)c(NC(=O)COC(=O)CCc2ccc(S(=O)(=O)N3CCOCC3)cc2)c1
  A: -1	B: 1.0	C: -1	D: 1.5	E: 0.4	F: -2	G: -5.6	H: -5	I: -1	J: 1

# A few values from the list.
# Entry for COc1ccc(-n2c(Cc3cccn3C)nnc2SCC(=O)Nc2cc(Cl)ccc2OC)cc1 under MITF TRPM1 HTS: 0
# Entry for CC1CCN(c2cc(N3CCOCC3)c(F)cc2[N+](=O)[O-])CC1 under CAL PDZ FP-1: -3

# Nine of these compounds in another layout.
# Order of values: MITF TRPM1 HTS, AddAB inh, Wnt bcat act, phage Ecoli inh, E coli growth, CAL PDZ FP-1, CAL PDZ FP-2, Tat export inh, SR-BI uptake up, SR-BI DiI inh
> O=[N+]([O-])c1cnccc1NC1CCCCC1
→ 4, 0.9, 1, 1.3, 1.7, -3, -0.1, 2, 2, -2
> COc1ccc(C(=O)NC2CCN(S(=O)(=O)c3ccc(F)cc3)CC2)cc1
→ -7, 0.3, 9, -4.0, 0.8, 5, -0.2, -8, -5, 5
> CC1CCCCN1C(=O)CN1C(=O)CSc2ccc(S(=O)(=O)N3CCOCC3)cc21 (centres undefined)
→ 11, 2.2, -3, -0.3, 0.8, -2, -1.8, -3, -1, 1
> Cc1cccc(N2C(S)=C(C#N)C(=O)NC2c2ccco2)c1 (centres undefined)
→ -9, 4.1, 0, 1.0, -0.7, ·, -0.3, -6, 20, -20
> CC(C)c1ccc(NC(=O)CSc2ncccc2C(=O)Oc2cccc([N+](=O)[O-])c2)cc1
→ 3, 3.3, 13, 1.6, -0.8, -3, -0.1, -8, 27, -27
> Clc1nc(Cl)nc(N(c2ccccc2)c2ccccc2)n1
→ -26, 1.4, -1, 1.7, 2.3, -3, -1.3, 4, 19, -19
> COc1ccc(OC)c(C2C3=C(CC(C)(C)CC3=O)Nc3nnnn32)c1 (centres undefined)
→ 10, 3.1, -3, 3.8, -1.3, -2, 0.3, -15, 3, -3
> COc1cc2nc(NC(=O)c3ccc(F)cc3Cl)sc(=O)c2cc1OC
→ 29, -0.7, ·, ·, -0.9, -2, -0.7, -1, -42, 42
> O=C(CSc1nc2ccccc2o1)N1CCCC1
→ 20, 1.5, ·, 1.8, 1.2, 0, -0.4, -2, ·, ·

# No enrichment for hits; 3.6% or so of the library scored in one or more.
